C2C12 statin: suppression of simvastatin myotoxicity; C2C12 myotubes + simvastatin, ATP luminescence, 48 h; scaled: DMSO 0, geranylgeraniol control 100; rescue of ATP level, % at 7.49 µM; hit rate 0.78% among 330,000; AID 602340;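 active means mean ATP rescue above about 67%, or every replicate alone reaching that limit, limit read from the data, passing the limit was not always enough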;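 further: myotubes were challenged with 10 µM simvastatin during compound exposure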
SIRT5 block: sirtuin-5 (human) deacylase inhibition. Q9NXA8. Purified SirT5, succinyl-peptide AMC, trypsin-coupled fluorescence. inhibition, % at 15 µM. hit rate 1.1% among 330,000; in the data active means inhibition above about 15%
PGC1a acetyl inh: lowers PGC1a acetylation signal in U2OS cells; AID 651687; inhibition, % at 15.6 µM; AlphaScreen anti-acetyl-lysine; with virally co-expressed GCN5 acetyltransferase; hit rate 0.17% among 350,000;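 active means every replicate shows inhibition of at least 40%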;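 further: 0% = neutral control wells and 100% = positive control wells; some results beyond the cut were filed as inactive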
ERAP1 HTS inh: inhibitors of human ERAP1 aminopeptidase | Q9NZ08 | recombinant ERAP1, Leu-AMC fluorescence, 60 min | inhibition, % at 10.7 µM | hit rate 0.15% among 340,000 | AID 652197;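 active means mean replicate inhibition of at least 30%, or all replicates individually reaching that 30% level; inactive means mean below 30% and not every replicate reaching it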;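 further: 0% = neutral control wells and 100% = L-leucinethiol positive control wells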
Target sequence (Q9NZ08 whole entry, looked up): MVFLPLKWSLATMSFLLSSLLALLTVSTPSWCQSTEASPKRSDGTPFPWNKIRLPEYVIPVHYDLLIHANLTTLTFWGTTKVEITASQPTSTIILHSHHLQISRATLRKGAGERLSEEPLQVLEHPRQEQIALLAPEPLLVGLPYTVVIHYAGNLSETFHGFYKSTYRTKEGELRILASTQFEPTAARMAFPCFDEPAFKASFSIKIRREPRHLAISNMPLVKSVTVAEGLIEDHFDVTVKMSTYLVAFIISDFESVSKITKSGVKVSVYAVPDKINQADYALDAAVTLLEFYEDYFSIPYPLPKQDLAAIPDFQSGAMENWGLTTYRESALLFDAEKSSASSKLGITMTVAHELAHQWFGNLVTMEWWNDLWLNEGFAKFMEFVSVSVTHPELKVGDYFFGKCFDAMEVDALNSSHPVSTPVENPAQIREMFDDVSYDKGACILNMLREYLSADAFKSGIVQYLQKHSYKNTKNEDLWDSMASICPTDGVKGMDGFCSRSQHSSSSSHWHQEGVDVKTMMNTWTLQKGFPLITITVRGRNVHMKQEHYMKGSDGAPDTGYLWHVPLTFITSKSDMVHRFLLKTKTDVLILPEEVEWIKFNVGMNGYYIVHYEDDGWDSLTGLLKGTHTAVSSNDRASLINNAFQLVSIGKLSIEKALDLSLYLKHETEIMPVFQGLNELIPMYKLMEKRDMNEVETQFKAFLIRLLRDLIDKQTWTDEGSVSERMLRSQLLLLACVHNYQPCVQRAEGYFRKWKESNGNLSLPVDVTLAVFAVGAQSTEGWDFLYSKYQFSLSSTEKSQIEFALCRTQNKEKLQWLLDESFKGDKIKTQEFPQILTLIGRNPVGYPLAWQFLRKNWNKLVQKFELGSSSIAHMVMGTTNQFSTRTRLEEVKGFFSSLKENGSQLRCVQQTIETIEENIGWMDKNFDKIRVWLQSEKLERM
LGR2 inh: inhibitors of bursicon-induced Drosophila LGR2 receptor cAMP signaling; HEK293 LGR2, CRE-luciferase, bursicon-stimulated, 4 h; inhibition, % at 9.99 µM; hit rate 0.35% among 380,000;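 active means drop in luminescence signal, shown as inhibition above about 50% in the replicate tests, limit read from the data, passing the limit was not always enough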;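 further: agonist challenge used bursicon conditioned medium at about half maximal strength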
Cneo AK release: Cryptococcus neoformans lysis via adenylate kinase release; C. neoformans lysis, adenylate kinase release luminescence, 4 h; normalised: neutral wells 0, clomiphene wells 100; lysis activity, % at 15 µM; hit rate 0.2% among 360,000; AID 651654;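 active means mean lysis activity across replicates of at least 80%, whatever share of replicates individually reach that level; inactive means mean lysis activity below 80%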
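Signal: Adenylate kinase release luminescence | Assay system: Log-phase Cryptococcus neoformans yeast cells | Input: Cells at 5 × 10^6 per mL | Buffer or medium: Fresh YPD growth medium | Compound: Single dose | Schedule: Static 4 h at 37 °C with compound, 1 h detection | Controls: Clomiphene | Read-out: Luminescence rise reflecting yeast cell lysis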
S100A4 inh HTS: inhibitors of human S100A4 binding to myosin IIA peptide; hit rate 0.14% among 360,000; P26447; S100A4/TAMRA-MyoIIA peptide fluorescence polarization; AID 652163; inhibition, % at 10.7 µM;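 active means mean inhibition of at least 70% across replicates, with every replicate also reaching that level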
Target sequence (P26447 whole entry, looked up): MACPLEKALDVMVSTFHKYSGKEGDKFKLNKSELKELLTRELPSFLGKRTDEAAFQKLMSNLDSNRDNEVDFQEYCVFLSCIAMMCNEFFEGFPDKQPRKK
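Test system – S100A4 monomer (human) · Compound – single-point compound testing · Schedule – 5 min incubation before reading · Probe or stimulus – TAMRA-labelled myosin IIA heavy-chain peptide probe, 5 nM · Benchmarks – neutral control DMSO, positive control TFP · Medium – Calcium-containing HEPES buffer, pH 7.2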
XiGFP reactiv: activators of X-chromosome reactivation in mouse fibroblasts; XiGFP mouse fibroblasts, % GFP-positive cells imaging, 3 d; cells co-treated with 5-aza-dC sensitizer; scaled so ellipticine positive control = 100%; activation, % at 7.58 µM; hit rate 0.055% among 360,000; AID 743238;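 active means mean normalized replicate activation at least 10% and every replicate at or above 10%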;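 further: 0% = median of on-plate neutral control wells and 100% = ellipticine 6 µM median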
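System: XiGFP fibroblasts, SV40-immortalized. Medium: DMEM plus 5-aza-dC sensitizer. Doses: single point. Timing: 3 d treatment, 15 min room-temperature fixation. Control set: ellipticine 6 µM.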
Active calls of the source: *; . = no result given; & = joins results of further samples. A portion of the library; count on the stated rates, not on these rows.

SMILES	C2C12 statin	SIRT5 block	PGC1a acetyl inh	ERAP1 HTS inh	LGR2 inh	Cneo AK release	S100A4 inh HTS	XiGFP reactiv
COc1cccc(C(=O)N[C@H](C(=O)N2CCC[C@H]2C(=O)NCCc2ccccc2Cl)C2CCCCC2)c1	.	2	.	-1	-6	.	25	0.1
COc1ccc2c(CC(=O)N3CCc4cc(OC)c(OC)cc4C3)coc2c1	8	-10	-22	0	0	1	-3	0.2
O=C(C[C@H]1C=C[C@H](NC(=O)Nc2cccc(F)c2)[C@@H](CO)O1)NCC1CC1	2	-5	5	0	-11	2	-6	0.0
O=C(N[C@@H]1CC[C@@H](CCn2cc(-c3ccccc3F)nn2)O[C@@H]1CO)c1ccc2c(c1)OCO2	1	-1	4	6	-22	0	0	0.0
Cc1ccc(SCC(=O)OCC(=O)NCC2CCCCC2)cc1C	2	-3	.	1	-2	2	-4	0.0
COc1ccc([N+](=O)[O-])cc1NC(=O)COC(=O)c1ccccc1O	7	-1	10	.	-2	-1	2	.
Cc1ccc2nc(-c3ccccc3Cl)cc(C(=O)Nc3cc(C)on3)c2c1	109*	.	-17	.	5	0	.	.
COc1ccc(C#Cc2ccc([C@H]3[C@H]4CN(C(=O)c5ccncc5)CC(=O)N4[C@H]3CO)cc2)cc1	.	-2	1	-1	0	.	-4	0.0
C=CCOc1ccc(C(=O)n2cc(C(=O)OC)c3ccccc32)cc1	-10	-2	7	-1	-3	-4	-2	0.0
O=C(O)CN(c1ccc2c(c1)OCCO2)S(=O)(=O)c1ccccc1	-7	.	1	.	-16	0	.	.
O=C(NCCCN1CCCC1=O)c1cc2nc(-c3ccco3)cc(C(F)(F)F)n2n1	0	-5	-15	5	0	-1	2	0.1
CC(=O)Nc1ccc2c(c1)C(=O)N(C)[C@H]1CC[C@H](CC(=O)Nc3c(F)cccc3F)O[C@@H]1CO2	.	1	8	2	5	.	1	0.2
Cc1[nH]c(=O)c(C#N)c(C)c1CCC(=O)N(C)CC(=O)Nc1ccc(Cl)c(Cl)c1	-2	0	-6	3	1	3	1	0.1
C/C(=N/Nc1ccc(C(=O)c2c(C)cc3ccccn23)cc1[N+](=O)[O-])c1ccc(O)cc1	.	1	-10	1	1	.	1	0.1
O=C(CCSCCc1ccccn1)Nc1cc(F)ccc1F	.	.	1	.	5	0	.	0.3
O=C(NCc1ccco1)C1CC2CCC1C2 (stereo unspecified)	-2	-1	3	-3	-3	-1	-2	.
COc1cccc(NC(=O)N(C)C[C@H]2OCc3cn(nn3)CCCC(=O)N([C@H](C)CO)C[C@@H]2C)c1	-4&-10	-1&-3	3&-3	0&-3	-11&-9	-3	-1&-8	-0.4&-0.1
CCOC(=O)N1CCN(S(=O)(=O)c2ccc(C)c(C)c2)CC1	13	.	-17	.	5	4	.	.
CC12CCC(C(=O)N3CCCCC3)([C@H](Br)C1=O)C2(C)C (stereo partly specified)	-2	.	.	0	-8	-3	-22	0.1
O=C(C[C@@H]1CC[C@H]2[C@@H](COC[C@H](O)CN2Cc2ccccc2F)O1)N[C@H]1CCN(Cc2ccccc2)C1	-2	-4	0	0	-2	-2	-6	0.1
CCOc1ccc(Nc2c3ccccc3nc3ccccc23)cc1	-32	0	9	-70	-3	3	0	0.1
COc1ccc(CN(C)C[C@@H]2Oc3c(NC(=O)c4ccncc4)cccc3C(=O)N([C@@H](C)CO)C[C@H]2C)cc1	-2	0	-49	3	.	9	-10	0.0
Cc1ccc(SCC(=O)N=C2NC(=O)CS2)cc1	12	-2	.	-2	.	-1	-23	0.4
COc1ccc(S(=O)(=O)N2CCC(C(=O)N[C@@H](C)C(=O)NC3CC3)CC2)cc1	26	2	5	4	-5	-1	-2	0.0
CC(C)CNC(=O)C1(C)CCCN1C(=O)Cc1cccc2ccccc12 (stereo unspecified)	8	.	-7	-5	7	0	-6	0.1
N#Cc1ccccc1S(=O)(=O)N1CCN(CC(O)CN2CCOCC2)CC1 (stereo unspecified)	0	2	.	-4	-7	9	-8	-0.1
CCC(=O)NNC(=S)NC(=O)c1ccc(C)cc1	.	-3	.	3	-4	.	2	0.3
CCOC(=O)C1=C(CC)Nc2ccccc2N=C1NC(=O)c1cc(C)on1	8	0	-1	2	-1	2	-1	0.0
O=C(Nc1nc2ccccc2s1)Nc1ccc(F)cc1F	19	-3	.	-2	-92	-1	-4	0.0
CC(C)Cc1cc(C(=O)Nc2c(F)cc(F)cc2Br)no1	3	0	-3	6	-20	1	-3	0.2
Cc1ccc(CNc2nc3cc(-c4ccccc4C)sc3c(=O)n2C)c(C)c1	-9	0	.	-1	2	0	-1	0.1
O=C(O)CNC(=O)CCn1nnc2ccccc2c1=O	-24	-7	-1	-2	-12	12	3	0.0
O=C(O)/C=C/c1cnc[nH]1	8	1	106*	-2	-1	-1	-10	-0.1
O=C(CSc1ccc2ccccc2n1)NCc1ccc2c(c1)OCO2	4	-2	4	1	-4	.	0	0.0
CCNC(=O)C1CCCN(C(=O)c2ccccc2OC(F)(F)F)CC1 (stereo unspecified)	16	-1	6	2	12	-2	-4	-0.1
CCN1CCN(CC2CC3C=CC2C3)CC1 (stereo unspecified)	-9	.	-2	.	14	1	.	0.0
Cc1ccc(CN2CCN(Cc3cnc(C)[nH]3)CC2CCO)cc1 (stereo unspecified)	3	-8	0	4	23	0	1	0.1
COc1ccccc1CN1CC(C(=O)NCCCCc2ccccn2)CCC1=O (stereo unspecified)	7	.	-4	-10	5	1	-4	0.0
CCc1ccc(C(=O)C(C)OC(=O)Cn2[nH]c(=O)c3ccccc3c2=O)cc1 (stereo unspecified)	-1	2	.	-1	9	-1	-6	-0.1
CC1Cc2c([nH]c(=O)n(-c3ccccc3)c2=O)O1 (stereo unspecified)	-2	1	3	-1	6	.	9	0.0
CO[C@@H]1CN(C)C(=O)c2ccc(NC(C)=O)cc2OC[C@@H](C)N(C(=O)CN(C)C)C[C@@H]1C	-15	.	.	.	-4	-3	.	0.2
O=C(Cn1cc([N+](=O)[O-])cn1)NCC1CCCO1 (stereo unspecified)	.	.	1	-2	.	4	-2	0.1
COc1cccc(OC)c1C(=O)NCc1ccco1	7	-13	.	23	5	1	-1	-0.1
CCC(=O)NC[C@@H]1[C@H](c2ccc(-c3cccc(F)c3)cc2)[C@H](CO)N1C(=O)CC	10	5	-7	-2	-13	-2	-4	0.1
Cc1c(C(=O)NCCSCc2ccc(Cl)cc2Cl)cccc1[N+](=O)[O-]	.	0	-7	2	.	3	-1	.

Nothing new here: entries from further up.
SMILES	C2C12 statin	SIRT5 block	PGC1a acetyl inh	ERAP1 HTS inh	LGR2 inh	Cneo AK release	S100A4 inh HTS	XiGFP reactiv
COc1ccc(S(=O)(=O)N2CCC(C(=O)N[C@@H](C)C(=O)NC3CC3)CC2)cc1	26	2	5	4	-5	-1	-2	0.0
CC(C)CNC(=O)C1(C)CCCN1C(=O)Cc1cccc2ccccc12 (stereo unspecified)	8	.	-7	-5	7	0	-6	0.1
N#Cc1ccccc1S(=O)(=O)N1CCN(CC(O)CN2CCOCC2)CC1 (stereo unspecified)	0	2	.	-4	-7	9	-8	-0.1
CCC(=O)NNC(=S)NC(=O)c1ccc(C)cc1	.	-3	.	3	-4	.	2	0.3
CCOC(=O)C1=C(CC)Nc2ccccc2N=C1NC(=O)c1cc(C)on1	8	0	-1	2	-1	2	-1	0.0
O=C(Nc1nc2ccccc2s1)Nc1ccc(F)cc1F	19	-3	.	-2	-92	-1	-4	0.0
CC(C)Cc1cc(C(=O)Nc2c(F)cc(F)cc2Br)no1	3	0	-3	6	-20	1	-3	0.2
Cc1ccc(CNc2nc3cc(-c4ccccc4C)sc3c(=O)n2C)c(C)c1	-9	0	.	-1	2	0	-1	0.1
O=C(O)CNC(=O)CCn1nnc2ccccc2c1=O	-24	-7	-1	-2	-12	12	3	0.0
O=C(O)/C=C/c1cnc[nH]1	8	1	106*	-2	-1	-1	-10	-0.1
O=C(CSc1ccc2ccccc2n1)NCc1ccc2c(c1)OCO2	4	-2	4	1	-4	.	0	0.0
CCNC(=O)C1CCCN(C(=O)c2ccccc2OC(F)(F)F)CC1 (stereo unspecified)	16	-1	6	2	12	-2	-4	-0.1
CCN1CCN(CC2CC3C=CC2C3)CC1 (stereo unspecified)	-9	.	-2	.	14	1	.	0.0
Cc1ccc(CN2CCN(Cc3cnc(C)[nH]3)CC2CCO)cc1 (stereo unspecified)	3	-8	0	4	23	0	1	0.1
COc1ccccc1CN1CC(C(=O)NCCCCc2ccccn2)CCC1=O (stereo unspecified)	7	.	-4	-10	5	1	-4	0.0
CCc1ccc(C(=O)C(C)OC(=O)Cn2[nH]c(=O)c3ccccc3c2=O)cc1 (stereo unspecified)	-1	2	.	-1	9	-1	-6	-0.1
CC1Cc2c([nH]c(=O)n(-c3ccccc3)c2=O)O1 (stereo unspecified)	-2	1	3	-1	6	.	9	0.0
CO[C@@H]1CN(C)C(=O)c2ccc(NC(C)=O)cc2OC[C@@H](C)N(C(=O)CN(C)C)C[C@@H]1C	-15	.	.	.	-4	-3	.	0.2
O=C(Cn1cc([N+](=O)[O-])cn1)NCC1CCCO1 (stereo unspecified)	.	.	1	-2	.	4	-2	0.1

(list continues)
SMILES	C2C12 statin	SIRT5 block	PGC1a acetyl inh	ERAP1 HTS inh	LGR2 inh	Cneo AK release	S100A4 inh HTS	XiGFP reactiv
Cc1ccc(NC(=O)CC2NCCN(Cc3ccccc3)C2=O)cc1 (stereo unspecified)	.	.	8	.	21	2	4	0.1
CC1CC(=O)Nc2ccccc2N1S(=O)(=O)c1ccc(Cl)cc1 (stereo unspecified)	.	-3	.	-6	6	.	3	0.1
CC(C)c1ccc(/C=N/N2CCN(c3ccccn3)CC2)cc1	.	0	1	1	-60	-6	2	0.0
COc1ccc(C(=O)COC(=O)c2cnc(C)cn2)cc1OC	10	-1	-6	11	-17	-2	6	2.9
CO[C@H]1CC[C@@H]2CCOc3ccc(C#N)cc3C(=O)N(C)C[C@@H](OC)[C@H](C)C(=O)N(C)C[C@H]1O2	1	-4	.	-3	19	4	-2	0.0
CN(C)CCCNC(=O)c1ccc(=O)[nH]n1	.	-3	4	2	5	0	-5	-0.2
O=Nc1c(O)n(Cc2ccccc2)c2ccccc12	58	-3	-13	4	10	12	-3	0.1
C=CCn1c(O)c2ccc(C(=O)N=NC(=O)COc3ccccc3F)cc2c1O	12	-8	-1	-1	-3	11	7	0.2
O=c1cc(Cl)nc2ccccn12	4	-3	25	1	-21	-1	-8	-0.1
C/C(=N\Nc1nc(C)cc(-c2ccccc2)n1)c1ccc(F)cc1	-17	-4	-20	21	-7	0	3	0.2
COC(=O)c1ccc(CNC(=O)C(Cc2ccccc2)NC(=O)c2ccccc2)cc1 (stereo unspecified)	-6	-1	.	-1	-14	-1	-6	0.0
N#CCCC(CCC#N)C1=NCCc2ccccc21	.	-7	4	2	9	0	3	0.0

Screens (PubChem)
